From PubChem BioAssay
Imprint erasure = induces erasure of genomic imprints in mouse ES cells. mouse ES Peg3-LacZ reporter, beta-gal luminescence, 40 h. Potency, µM (titrated, usually from 60.7 µM), without a hit: top-dose activity change, positive = activation, usual class: activators. actives 0.02% (n = 110,000); active = well fitted activation curve with a large enough effect; inconclusive = small, poorly fitted or top-dose-only effect; inactive = no such curve, though single readings can be large or run the other way;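 also: 0% = negative control wells on the plate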
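Gelatin-coated wells received 300 freshly trypsinized female ES cells with a Peg3LacZ-Neo reporter on the maternal allele, then incubated 40 hours at 37C. BetaGlo was added for 5 minutes at room temperature before a single luminescence read.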
Active calls of the source: *; ? = inconclusive; & = joins results of further samples; [ ] = remark or other dose. Potency is read from the fitted curve at half-maximal effect. Some of the compounds tested; count on the stated rates, not on these rows.

SMILES	Imprint erasure
CC(C)=CCC[C@](C)(O[C@@H]1O[C@H](CO)[C@@H](O)[C@H](O)[C@H]1O)[C@H]1CC[C@]2(C)[C@@H]1[C@H](O)C[C@@H]1[C@@]3(C)CC[C@H](O[C@@H]4O[C@H](CO)[C@@H](O)[C@H](O)[C@H]4O[C@@H]4O[C@H](CO)[C@@H](O)[C@H](O)[C@H]4O)C(C)(C)[C@@H]3[C@@H](O)C[C@]12C	-24.2%
CN(C)C(=O)n1nnnc1Cc1ccc(-c2ccccc2)cc1	-25.8%
COc1ccc(C2CC(=O)Oc3cc(C)cc(C)c32)cc1 (stereo not drawn)	-15.3%
CCOC(=O)C1Oc2ccccc2C(c2ccccc2)=C1C(C)=O (stereo not drawn)	-19.6%
NCC(O)C1CCCCCCC1 (stereo not drawn)	-47.9%[inhibitor]
CC(CN(C)C)C(C)(O)Cc1ccc(Cl)cc1 (stereo not drawn)	-6.6%
COc1cc2oc(=O)cc(-c3ccc(-c4ccc(O)cc4)cc3)c2c(OC)c1OC	-18.6%
CCCN(CCc1ccccc1)C1CCc2c(O)cccc2C1 (stereo not drawn)	-9.8%
CC(O)[C@@H](O)[C@H]1CNc2nc(N)[nH]c(=O)c2N1 (stereo partly drawn)	-8.0%
COc1ccc(-c2cccc(-c3cc(=O)oc4cc(OC)c(OC)c(OC)c34)c2)cc1	-21.6%
COc1ccc(COc2cc(-c3cccc(OC)c3)nc3ccc(NC(=O)c4ccccc4)cc23)cc1	-7.2%
CC(S)C(=O)NCC(=O)O (stereo not drawn)	?
Nc1ccc(CCNc2ncnc3c2ncn3C2OC(CO)C(O)C2O)cc1 (stereo not drawn)	12.2%
COc1cc(OC)c2c(c1)OC(=O)CC2c1cc(OC)c(OC)c(OC)c1 (stereo not drawn)	0.5%
CN1CCN(C2Cc3ccccc3Sc3ccc(Cl)cc32)CC1 (stereo not drawn)	-7.8%
O=C1CCCCC2CCCCN12 (stereo not drawn)	-4.1%[97.3 µM]
COC(=O)C1=C(C)NC(C)=C(C(=O)OCCNCc2ccccc2)C1c1cccc([N+](=O)[O-])c1 (stereo not drawn)	-10.2%
COc1ccc(/C=C/C(=O)OCCC(C)C)cc1	2.7%
COc1ccc(CCNC[C@@H](O)c2ccc(O)cc2)cc1OC	-1.6%
CC1(C)[C@H](C(=O)O)N2C(=O)C[C@H]2S1(=O)=O	0.7%

Three compounds already listed, ordered by molecular weight, largest number first:
SMILES	Imprint erasure
COC(=O)C1=C(C)NC(C)=C(C(=O)OCCNCc2ccccc2)C1c1cccc([N+](=O)[O-])c1 (stereo not drawn)	-10.2%
NCC(O)C1CCCCCCC1 (stereo not drawn)	-47.9%[inhibitor]
O=C1CCCCC2CCCCN12 (stereo not drawn)	-4.1%[97.3 µM]

(further entries)
SMILES	Imprint erasure
CC(=O)c1ccc(NC(=O)OCCN2CCN(Cc3ccccc3)CCC2=O)cc1	-21.4%
C/C(N=NC(=[SH+])SCc1ccccc1)=C1\C=CC=CN1.[Cl][Cu]	-51.3%[inhibitor][10.9 µM]
CCCCN1CC[C@@H]2C=CC[C@H](C(=O)OC)[C@@H]2C1=O	-2.8%[97.3 µM]
OC[C@@H]1[C@@H](c2ccc(Cl)cc2)C(c2ccccc2)=NN1c1ccccc1	-25.0%
Oc1cc2c(cc1O)C(c1ccccc1)CNCC2 (stereo not drawn)	-18.1%&-12.7%
Cc1cc(OI)c(C(C)C)cc1-c1cc(C(C)C)c(OI)cc1C	-5.2%
NC(=O)[C@@H]1CCCN1	-5.7%
COc1cc2c(c(OC)c1OC)C(c1ccc(O)cc1)CC(=O)O2 (stereo not drawn)	-8.0%
COC(=O)[C@@H]1CC2=CC(=O)CC[C@]2(C)[C@@]23O[C@@H]2C[C@@]2(C)[C@H](CC[C@@]24CCC(=O)O4)[C@@H]13	14.7%
CCCCC/C=C\C/C=C\C/C=C\C/C=C\CCCC(=O)OC(CO)CO	-7.7%
Cc1cc2nc3c(=O)[nH]c(=O)nc-3n(C)c2cc1C=O	-79.8%[inhibitor]
CC1CC(OC(=O)C(O)c2ccccc2)CC(C)(C)C1 (stereo not drawn)	-13.4%
Cc1ccc(C2CC(=O)Oc3ccc(C(C)(C)C)cc32)cc1 (stereo not drawn)	17.5%
COc1cccc(NC(=O)OCCN2CCN(Cc3ccccc3)CCC2=O)c1	-17.3%
Cc1cc2oc(=O)cc(-c3ccccc3)c2c(C)c1-c1ccc(F)c(Cl)c1	-15.7%
O=C1Nc2ccc(Cl)cc2C(C#CC2CC2)(C(F)(F)F)O1 (stereo not drawn)	-12.5%
Cc1ccccc1N1CCN(S(=O)(=O)C[C@]23CCC(CC2NC(=O)[C@@H](N)CCS(C)(=O)=O)C3(C)C)CC1 (stereo partly drawn)	-10.7%
CC(=O)N[C@@H](CSC(=O)[C@]1([C@@H](O)C(C)C)NC(=O)[C@H](C)[C@@H]1O)C(=O)O	-31.5%[inhibitor][10.9 µM]
Nc1ncnc2c1ncn2C1CCCO1 (stereo not drawn)	-5.2%
CC1CN(S(=O)(=O)c2cccc3cnccc23)CCN1 (stereo not drawn)	2.3%

Fetched by compound from the entries so far (5):
SMILES	Imprint erasure
Nc1ncnc2c1ncn2C1CCCO1 (stereo not drawn)	-5.2%
OC[C@@H]1[C@@H](c2ccc(Cl)cc2)C(c2ccccc2)=NN1c1ccccc1	-25.0%
CCCN(CCc1ccccc1)C1CCc2c(O)cccc2C1 (stereo not drawn)	-9.8%
CC(=O)c1ccc(NC(=O)OCCN2CCN(Cc3ccccc3)CCC2=O)cc1	-21.4%
CCOC(=O)C1Oc2ccccc2C(c2ccccc2)=C1C(C)=O (stereo not drawn)	-19.6%

Following part:
SMILES	Imprint erasure
COc1cc(C(CCN2CCOCC2)c2c(OC)cc(OC)c3ccc(=O)oc23)cc(OC)c1OC (stereo not drawn)	-4.4%
Cc1cccc(COC[C@H](Cc2ccccc2)N2CCN(C(=O)c3cccc(C)c3)CCC2=O)c1	-17.1%
C=C1c2cccc(C(F)(F)F)c2O[C@H](C(=O)OCC)C1OC (mixture of isomers)	7.8%
O=C1OCCN1C(=O)[C@H]1[C@H](c2ccc(Cl)cc2)C(c2cccc(Cl)c2)=NN1c1ccccc1	-9.3%
C=CCCCCCCCCC(=O)O	-1.1%
CC(=O)[C@H]1[C@H](C#N)CC2C3CC=C4C[C@@H](O)CCC4(C)C3CCC21C (stereo partly drawn)	-7.4%
CC[C@H]1C(O)C[C@H]2CCN3C(=O)CCC[C@H]1[C@H]23 (stereo partly drawn)	-19.1%[97.3 µM]
COc1ccc(Cl)cc1-c1ccc(C(=O)O)s1	8.0%[97.3 µM]
CCCCCC(O)CCCC(=O)O (stereo not drawn)	-3.4%
CCOC(=O)C1=C(C)c2ccccc2OC1(CC)C(=O)OCC (stereo not drawn)	-9.6%
C[C@H](C(=O)c1ccccc1)C(c1ccccc1)N1CCOCC1 (stereo partly drawn)	-13.1%[10.9 µM]
Cc1ccc(S(=O)(=O)O[C@H]2CC(C(C)(C)C)CC[C@@H]2c2ccccc2)cc1 (stereo partly drawn)	-8.0%[10.9 µM]
O=C(Nc1ccccc1)c1ccc(Br)o1	-72.7%[inhibitor][97.3 µM]
CCCCC/C=C\C/C=C\C/C=C\C/C=C\CCCC(=O)C(F)(F)F	-11.1%
CC(=O)O[C@H]1CC2(C)[C@@H](C[C@@H](O)[C@H]3[C@@]4(C)CC[C@@H](O)[C@@H](C)[C@@H]4CC[C@@]32C)C1=C(CCC=C(C)C)C(=O)O (stereo partly drawn)	-1.6%
CCC(C)N(C)C(=O)c1cc2ccccc2c(-c2ccccc2Cl)n1 (stereo not drawn)	-13.3%
CC(C(=O)O)c1ccc(CC2CCCC2=O)cc1 (stereo not drawn)	-3.0%
CCCCNC(=O)NS(=O)(=O)c1ccc(N)cc1	-0.1%
O=C(c1ccc(Br)o1)N(Cc1ccccc1)Cc1ccccc1	-19.5%
CSCCC(N)C(=O)O (stereo not drawn)	-1.1%

Taken from the entries so far for reference:
SMILES	Imprint erasure
COc1cc(C(CCN2CCOCC2)c2c(OC)cc(OC)c3ccc(=O)oc23)cc(OC)c1OC (stereo not drawn)	-4.4%
Cc1cccc(COC[C@H](Cc2ccccc2)N2CCN(C(=O)c3cccc(C)c3)CCC2=O)c1	-17.1%

Next part:
SMILES	Imprint erasure
COc1ccc(C2CC(=O)Oc3ccc(C(C)(C)C)cc32)cc1 (stereo not drawn)	-1.9%
CCCCc1nc2ccn(CC(=O)N(C)C)c(=O)c2n1Cc1ccc(-c2ccccc2-c2nn[nH]n2)cc1	1.7%
C#C[C@]1(OC(C)=O)CC[C@H]2[C@@H]3CCC4=CC(=O)CC[C@@H]4[C@H]3CC[C@@]21C	-18.6%
NC1(C(=O)O)CCc2cc(C(=O)O)ccc21 (stereo not drawn)	-6.3%
C=C1c2cccc(OC)c2O[C@H](C(=O)OCC)[C@@H]1CCC(C)C	24.7%
C#CC(N)CCC(=O)O (stereo not drawn)	-10.4%
O=C(O)CCC(=O)O	6.8%
COc1ccc(CCN(C)CCCC(C#N)(c2cc(OC)c(OC)c(OC)c2)C(C)C)cc1OC (stereo not drawn)	?
COc1ccc(-c2ccccc2[C@H]2[C@@H]3C=CC[C@@H](C)[C@@H]3C(=O)N2Cc2ccccc2)cc1	-33.1%[inhibitor]
CO[C@H]1C([C@@]2(C)O[C@@H]2CC=C(C)C)[C@]2(CC[C@H]1OC(=O)/C=C/C=C/C=C/C=C/C(=O)O)CO2 (stereo partly drawn)	-21.8%
O=C(CCN1CCCCC1)Nc1ccc2c(c1)C(=O)c1ccc(NC(=O)CCN3CCCCC3)cc1C2=O	-35.6%[inhibitor]
C[C@]12C=CC(=O)C=C1CCC1C2=CC[C@]2(C)[C@@H](C(=O)CN3CCN(c4cc(N5CCCC5)nc(N5CCCC5)n4)CC3)CC[C@@H]12 (stereo partly drawn)	-17.5%
N#CC(Cc1ccc(O)c(O)c1)C(=O)N1CCc2ccccc21 (stereo not drawn)	-25.6%
Cc1ccc(-c2cccc(-c3cc(=O)oc4ccc(C(C)(C)C)cc34)c2)cc1	-19.9%
COc1cc(OC)c2c(c1)OC(=O)CC2c1ccc(C)cc1 (stereo not drawn)	-12.4%
CN=C(N)NCCCC(N)C(=O)O (stereo not drawn)	-5.7%
Cc1ccc2c(=O)c3ccccc3n(CCCN)c2c1C	-37.9%[inhibitor]
CC(C)(C)C(=O)OCOP(=O)(OCOC(=O)C(C)(C)C)C(C)(Oc1ccc(O)cc1)P(=O)(OCOC(=O)C(C)(C)C)OCOC(=O)C(C)(C)C	3.8%
COc1ccc(-c2ccc(-c3cc(=O)oc4cc(OC)c(OC)c(OC)c34)cc2)cc1OC	-18.1%
CC(C)(C)[C@]1(O)CCN2CC3c4ccccc4CCc4cccc(c43)[C@@H]2C1 (stereo partly drawn)	-17.6%&-16.8%
Cc1c(C)c2c(c(C)c1O)CCC(C)(COc1ccc(CC3SC(=O)NC3=O)cc1)O2 (stereo not drawn)	-7.2%
O=C1OCCN1C(=O)[C@H]1[C@H](c2ccc([N+](=O)[O-])cc2)C(c2ccc(F)cc2)=NN1c1ccccc1	-2.3%
COc1cc2c(c(OC)c1OC)C(c1ccc(C)cc1)CC(=O)O2 (stereo not drawn)	-10.2%
CCOC(=O)c1c(N)sc(C)c1-c1ccccc1	-5.7%
CC(C)NCC(O)COc1ccc(CCOCC2CC2)cc1 (stereo not drawn)	-23.8%
CCCCCCC(=O)OC1CC(C)(C)NC(C)(C)C1	6.8%
COc1ccc(C2CC(=O)Oc3cc4c(cc32)OCO4)cc1 (stereo not drawn)	-4.6%
COc1ccc(-c2cc(C(=O)O)no2)cc1	12.0%
CNc1ncnc2c1ncn2[C@@H]1O[C@H](CO)[C@H](O)[C@H]1O	-6.8%
CC[C@H]1C(c2ccc(F)cc2)=NN(c2ccccc2)[C@@H]1CO	-12.4%
CC(C)(C)NCC(O)COc1nsnc1N1CCOCC1 (stereo not drawn)	2.8%
COc1ccc(NC(=O)c2ccc(Br)o2)cc1	-86.6%[inhibitor]
COC(=O)/C=C/c1cccc([C@H]2[C@@H]3C=CC[C@@H](C)[C@@H]3C(=O)N2Cc2ccccc2)c1	-19.1%
Cc1ccc2c(c1)C(=O)C1(O)CCN(c3ccccc3)C1=N2 (stereo not drawn)	-12.0%
CN(C/C=C/C#CC(C)(C)C)Cc1cccc2ccccc12	-14.5%
COc1ccc(-c2c(C)cc3oc(=O)cc(-c4ccccc4)c3c2C)cc1	-20.2%
COc1cc2oc(=O)cc(-c3ccc(-c4ccc(F)c(Cl)c4)cc3)c2c(OC)c1OC	-4.9%
C=CCC1CCCC(=O)N2CCCC12 (stereo not drawn)	0.5%[97.3 µM]
C[C@@H]1CC=C[C@@H]2[C@H]1C(=O)N(Cc1ccccc1)[C@H]2c1cccc(C#Cc2ccccc2)c1	-15.5%
CCOC(=O)C1Oc2ccccc2C(C(=O)OC)=C1C(=O)OC (stereo not drawn)	-15.1%

Some of these compounds in order of their number in Imprint erasure, lowest first:
SMILES	Imprint erasure
CO[C@H]1C([C@@]2(C)O[C@@H]2CC=C(C)C)[C@]2(CC[C@H]1OC(=O)/C=C/C=C/C=C/C=C/C(=O)O)CO2 (stereo partly drawn)	-21.8%
CCCCC/C=C\C/C=C\C/C=C\C/C=C\CCCC(=O)OC(CO)CO	-7.7%
O=C1OCCN1C(=O)[C@H]1[C@H](c2ccc([N+](=O)[O-])cc2)C(c2ccc(F)cc2)=NN1c1ccccc1	-2.3%
COc1ccc(CCNC[C@@H](O)c2ccc(O)cc2)cc1OC	-1.6%
CSCCC(N)C(=O)O (stereo not drawn)	-1.1%
COc1ccc(/C=C/C(=O)OCCC(C)C)cc1	2.7%

The results go on:
SMILES	Imprint erasure
CCCCC(CC)C/C=C1\CC(C(=O)OCC)Oc2ccccc21 (stereo not drawn) (tested in a mixture with another compound)	-23.7%
CC(=O)[C@H](C(c1ccccc1)N1CCOCC1)N1CCOCC1 (stereo partly drawn)	-10.7%[10.9 µM]
CN1[C@@H](CC(=O)c2ccccc2)CCC[C@H]1C[C@H](O)c1ccccc1	-23.3%&-17.3%
CC(CCc1ccc(O)cc1)NCCc1ccc(O)c(O)c1 (stereo not drawn)	-7.2%
